Screening results as filed in PubChem BioAssay.
PLK1 PBD block: qHTS for Inhibitors of PLK1-PDB (polo-like kinase 1 - polo-box domain): Primary Screen. hit rate 2.8% among 360,000. Plk1 PBD binding of FITC phosphopeptide, fluorescence polarization. Potency, µM, without a hit: max response, negative = inhibition, most hits filed as inhibitors. Serine/threonine-protein kinase PLK1 (Homo sapiens), P53350; further: potency means the concentration at half of the fitted maximal effect; series mostly up to about 57 µM; on the % scale 0 is the no-effect control and ±100 the full control effect; nearly all actives have a fitted effect of over 65% in size
CCT modulator: High-Throughput Screening for Modulators of Cytosolic Chaperonin Activity; purified chaperonin ATPase assay, HTRF ADP detection, 30 min; activity change, % (concentration not given with the values), hits read low; hit rate 0.3% among 360,000; AID 651819, 2012; in the data active means activity change below about -30%; further: on the % scale 0 is the no-effect control and ±100 the full control effect
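First, chaperonin was dispensed at 40 nM or 20 nM final depending on batch activity. Next, compounds were pinned at 76 uM and ATP added at 10 uM. After 30 min at 37 °C, ADP detection reagents ran 30 min at ambient temperature.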
EPAC2 antag: qHTS for Antagonist of cAMP-regulated guanine nucleotide exchange factor 2 (EPAC2): primary screen; Rap guanine nucleotide exchange factor 4 (Homo sapiens), Q8WZA2; EPAC2 GEF exchange of Rap1B-BODIPY-GDP, fluorescence; Potency, µM (highest dose often 114 µM), without a hit: at the top dose activity, negative = inhibition, actives largely listed as inhibitors; hit rate 0.18% among 360,000; further: potency means the concentration at half of the fitted maximal effect; on the % scale 0 is the no-effect control and ±100 the full control effect; nearly all actives have a fitted effect of over 45% in size; many of its hits are not listed in these tables
Target sequence (Q8WZA2 whole entry, looked up): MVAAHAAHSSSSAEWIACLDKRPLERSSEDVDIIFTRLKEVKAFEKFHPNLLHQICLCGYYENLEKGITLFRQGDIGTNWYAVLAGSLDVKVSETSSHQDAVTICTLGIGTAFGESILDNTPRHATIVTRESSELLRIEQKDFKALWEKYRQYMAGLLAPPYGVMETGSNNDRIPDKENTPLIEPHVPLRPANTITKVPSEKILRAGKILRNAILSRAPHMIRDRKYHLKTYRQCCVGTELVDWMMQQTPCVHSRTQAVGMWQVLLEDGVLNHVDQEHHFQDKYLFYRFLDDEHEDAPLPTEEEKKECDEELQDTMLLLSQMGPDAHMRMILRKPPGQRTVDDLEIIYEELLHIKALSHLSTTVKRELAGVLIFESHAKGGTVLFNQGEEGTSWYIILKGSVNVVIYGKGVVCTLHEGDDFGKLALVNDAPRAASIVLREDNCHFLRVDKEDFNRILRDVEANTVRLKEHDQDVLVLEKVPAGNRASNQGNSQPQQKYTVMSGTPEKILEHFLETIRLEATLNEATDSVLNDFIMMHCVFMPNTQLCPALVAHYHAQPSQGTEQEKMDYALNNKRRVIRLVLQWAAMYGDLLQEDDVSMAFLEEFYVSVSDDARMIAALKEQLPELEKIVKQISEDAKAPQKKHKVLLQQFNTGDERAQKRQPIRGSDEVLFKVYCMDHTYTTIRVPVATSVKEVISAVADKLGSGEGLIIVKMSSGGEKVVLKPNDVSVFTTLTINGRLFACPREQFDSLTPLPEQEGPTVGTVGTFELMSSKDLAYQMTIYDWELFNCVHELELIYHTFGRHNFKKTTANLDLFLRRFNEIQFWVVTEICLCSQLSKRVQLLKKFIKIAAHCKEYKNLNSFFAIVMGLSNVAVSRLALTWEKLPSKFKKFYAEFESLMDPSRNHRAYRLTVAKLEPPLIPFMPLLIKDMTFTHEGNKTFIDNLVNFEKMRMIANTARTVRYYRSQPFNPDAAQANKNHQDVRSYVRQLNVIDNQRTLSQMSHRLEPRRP
PI5P4Ka inh: qHTS for Inhibitors of phosphatidylinositol 5-phosphate 4-kinase (PI5P4K). PI5P4Kalpha enzyme, ADP-Glo luminescence, 60 min; stronger effect = lower value. max response, %. hit rate 1.2% among 330,000; active means max response of -50% or lower; inconclusive means between -30% and -50%; inactive means -30% or higher; further: value at the top dose of about 77 µM; on the % scale 0 is the no-effect control and ±100 the full control effect
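Enzyme plus substrate dispensed, test compounds pinned in, then ATP (5 microM final) added. After 60 min at RT, ADP-Glo reagent 1 for 45 min and reagent 2 for 30 min preceded luminescence imaging.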
Mm-Cpn inhibitor: Inhibitors of TCP-1 ring complex (TRiC) of Methanococcus maripaludis (MmCpn): qHTS | purified Mm-Cpn ATPase, ADP Transcreener TR-FRET | Potency, µM (titrated, usually from 76.9 µM), without a hit: top-dose activity, negative = inhibition, usual class: inhibitors | hit rate 0.031% among 330,000 | AID 504842, 2011; further: potency means the concentration at half of the fitted maximal effect; on the % scale 0 is the no-effect control and ±100 the full control effect; nearly all actives have a fitted effect of over 80% in size
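ATPase read-out: TR-FRET ADP immunoassay (anti-ADP Eu cryptate vs ADP-d2), ex 320 nm, em 590/665 nm; signal drops as ADP forms. Enzyme 25 nM, ATP 10 uM, 30 min at 37°C after 10 min compound preincubation.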
EPAC1 agonist: qHTS for Agonist of cAMP-regulated guanine nucleotide exchange factor 3 (EPAC1): primary screen; Rap guanine nucleotide exchange factor 3 (Homo sapiens), O95398; Potency, µM (titrated, usually from 154 µM), for inactives: at the top dose activation, usual class: activators; hit rate 0.073% among 360,000; AID 720707, 2013; EPAC1 agonist qHTS, biochemical assay; response scale: 100% = response to 6.5 mM cAMP; further: potency means the concentration at half of the fitted maximal effect; nearly all actives have a fitted effect of over 60% in size
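Nucleotide exchange by EPAC1 (100 nM) on Rap1B–BODIPY-GDP (250 nM) in the presence of 50 uM GDP is tracked fluorescently at 480/540 nm over 30 min. Signals are normalized to a 6.5 mM cAMP control.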
EPAC1 antagonist: qHTS for Antagonist of cAMP-regulated guanine nucleotide exchange factor 3 (EPAC1): primary screen; Potency, µM (doses to about 115 µM), inactives show at the top dose activity change, negative = inhibition, hits mostly inhibitors; Rap guanine nucleotide exchange factor 3 (Homo sapiens), O95398; hit rate 0.14% among 360,000; EPAC1 GEF assay, Rap1b-BODIPY-GDP exchange fluorescence;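 further: potency means the concentration at half of the fitted maximal effect; plate controls were vehicle for no effect and positive control for full effect; nearly all actives have a fitted effect of over 50% in size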
WRN helicase inh: qHTS for Inhibitors of WRN Helicase. hit rate 0.46% among 360,000. WRN helicase unwinding, fluorescent forked duplex, kinetic. Potency, µM (top dose mostly 114 µM), without a hit: top-dose activity change, negative = inhibition, most hits filed as inhibitors. Bifunctional 3'-5' exonuclease/ATP-dependent helicase WRN (Homo sapiens), Q14191. AID 651768, 2012; further: potency means the concentration at half of the fitted maximal effect; on the % scale 0 is the no-effect control and ±100 the full control effect; nearly all actives have a fitted effect of over 55% in size
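Primary qHTS, 1536-well format. 20 nM WRN + compound, 15 min RT; start with 100 nM forked fluorophore/quencher duplex, 2 mM ATP (final); kinetic read ex 525/em 598 nm.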
An asterisk follows results filed as active; ? = inconclusive; nt = no result given; [ ] = another dose, or the depositor's remark. Unless noted, the call rests on the fitted dose curve; in most records, active means well fitted curve in the direction sought with a large enough effect; inconclusive means small, poorly fitted or top-dose-only effect, or another doubt; inactive means no such curve, though single readings can be large; an effect the other way counts as inactive or inconclusive. The list is partial; rates above refer to the full screens.

SMILES	PLK1 PBD block	CCT modulator	EPAC2 antag	PI5P4Ka inh	Mm-Cpn inhibitor	EPAC1 agonist	EPAC1 antagonist	WRN helicase inh
CC1(C(=O)NS(=O)(=O)c2ccc(F)cc2F)CCN1C(=O)CC1CC1 (stereo not drawn)	-14%	1.6	-8%	-3	nt	-8%	-19%	9%[57.1 µM]
C/C(CC(=O)Nc1ccc2ccccc2c1)=N\NC(=O)c1ccc(O)c(O)c1	-6%	0.1	-4%	-18	0%	5%	?	-9%[11.6 µM]
CCN(c1cccc(C)c1)S(=O)(=O)c1ccc2c(c1)CCN2C(C)=O	-2%	1.0	5%	1	-1%	13%	-12%	1%
COc1ccccc1N1CCN(C(=O)Cn2cnc3c2c(=O)n(C)c(=O)n3C)CC1	5%	-1.1	8%	-5	1%	-4%	18%	-13%
Cc1cccc(NC(=O)N2C3CCCC2CC(NC(=O)C2CC2)C3)c1 (stereo not drawn)	-13%	-0.6	-1%	7	1%	1%	-11%	-3%
O=C(O)c1ccc(-c2nc(-c3ccccc3)c(-c3cccs3)[nH]2)cc1	-7%	-0.5	-4%	-2	-14%	9%	9%	-20%
O=C1CCC(C(=O)N2CCc3c(Cl)cccc3C2)CN1CCCN1CCOCC1 (stereo not drawn)	2%	0.5	8%	-9	-2%	3%	-8%	-11%
CCn1nc(NS(=O)(=O)c2cccc3nonc23)c2cc3ccc(C)cc3nc21	-11%	-0.1	-18%	1	-1%	7%	11%	-15%
CC(C)CC(=O)NC(=S)N1CCN(c2ccc([N+](=O)[O-])cc2Cl)CC1	-20%	0.6	-6%	2	1%	7%	1%	-3%
Cc1ccc(C2=NNC(=O)C(P(=O)(c3ccccc3)c3ccccc3)C2)cc1 (stereo not drawn)	-5%	0.5	0%	1	1%	7%	-13%	-5%
CC(C(=O)Nc1ccc(OCc2ccccc2)cc1)N1CCCC1 (stereo not drawn)	-15%	-1.1	6%	2	0%	-6%	-4%	-6%
COc1cc(/C=C/C(=O)OCC(=O)Nc2oc(C)c3c(C)n[nH]c(=O)c23)ccc1OC(F)F	-16%	2.4	8%	0	1%	?	-8%	-6%
COc1ccc(C)cc1NC(=O)CCS(=O)(=O)c1ccc2c(c1)oc(=O)n2C	-8%	-3.4	-6%	2	3%	5%	3%	-6%
COc1ccc(/C(C)=N/NC(=O)c2cccc(S(=O)(=O)N3CCCC3)c2)c(O)c1	-9%	-1.2	-3%	-4	0%	17%	-18%	-16%
COc1c(F)c(F)c(C(=O)O)c(Nc2cc(C)cc(C)c2)c1F	-6%	0.3	18%	2	0%	2%	-2%	0%
CN(C(=O)c1cccc(NC(=O)Cc2cccc(NC(=O)C3CCN(C(=O)c4ccccc4)CC3)c2)c1)C1CC1	-1%	-0.1	-4%	-1	nt	8%	-1%	-1%
Cn1c(Cn2c(=O)sc3ccccc32)nnc1SCC(=O)N1CCCCCC1	-6%	0.3	5%	-4	0%	2%	-14%	0%
Cc1nc(Cl)c(C#N)c2c1CCCC2	-18%	-0.7	-2%	-5	2%	-2%	12%	-8%
Cc1ccc(C)c(N2CC(C(=O)Nc3cc(C)on3)CC2=O)c1 (stereo not drawn)	-2%	-0.7	2%	2	-1%	-6%	-7%	-7%
CCn1c(=N)n(CC(=O)c2ccc(Br)s2)c2ccccc21	?	-1.3	2%	2	-7%	-5%	-11%	0%
CCN(CC)S(=O)(=O)c1cccc(-c2nnc(SCC(=O)NC3CCCC3)n2N)c1	3%	-0.6	6%	nt	1%	0%	-15%	6%
COc1ccc(NC(=O)CN2C(=O)COc3ccc(C)cc32)cc1	1%	-0.6	18%	3	-1%	6%	8%	0%
CC(=O)NCCNC(=O)C1(C)Cc2c(-c3cccc(C(N)=O)c3)ccnc2O1 (stereo not drawn)	-19%	-3.4	0%	0	nt	-19%	-29%	-5%
O=C(NCCc1ccccc1)C(c1ccccc1)N(C(=O)c1csnn1)C1CC1 (stereo not drawn)	-15%	1.2	-4%	-1	1%	0%	-7%	0%
COc1cc2cncc(Cc3ccc(Cl)cc3)c2cc1OC	-1%	-3.1	?	2	2%	0%	2%	-5%
CC(C)(C)OC(=O)N[C@@H](COCc1ccccc1)C(=O)N[C@@H](CO)[C@H](O)[C@@H]1C[C@@H]1C(=O)NC1CCCCC1	-2%	0.8	8%	3	-5%	-8%	17%	-2%
COC(=O)c1sc(NC(=O)COc2ccccc2OC)nc1C	-7%	-2.9	-6%	nt	0%	9%	-23%	-3%
COc1ccc(S(=O)(=O)N2CCOCC2)cc1NC(=O)CCCOc1ccc(Cl)cc1C	5%	2.2	5%	3	-1%	-4%	1%	-8%
O=C(COC(=O)/C=C/c1cccc(Br)c1)NC1CCCCC1	-6%	-0.4	-12%	2	0%	3%	?	-9%
CCN(CC)CCSc1nc2ccc(OC)cc2[nH]1	-6%	-0.9	-1%	-17	1%	3%	-7%	0%
O=C(N/N=C/c1ccc(-c2ccc(Br)cc2)o1)c1ccc2c(c1)OCO2	-10%	2.4	17%	-13	-2%	-11%	-2%	-2%
O=C(NCc1ccc(F)cc1)C(c1cccnc1)N(C(=O)c1csnn1)c1ccccc1 (stereo not drawn)	0%	-2.2	33%[activator]	-4	1%	?	nt	2%[57.1 µM]
CCc1sc(C(=O)Nc2ccc(NC(C)=O)cc2)cc1C	-4%	0.1	-7%	-4	-4%	6%	9%	-16%
CC(Sc1nnnn1-c1ccc(O)cc1)C(=O)NC1CCCCC1C (stereo not drawn)	-9%	-2.4	-3%	3	1%	6%	-9%	-27%
O=C(COC(=O)c1nc(Cl)ccc1Cl)NC1CCCCC1	6%	0.0	-3%	-5	-3%	5%	-14%	-3%
Nc1c(-c2ccsc2)cnc2ncnn12	-6%	1.6	11%	-1	1%	5%	-10%	-26%[57.1 µM]
O=C(NCc1ccc(F)cc1)c1cc(C2CCCCN2S(=O)(=O)c2ccc(F)cc2F)on1 (stereo not drawn)	-2%	-1.4	?	1	nt	-10%	-16%	-7%
CC(=O)c1ccc(Nc2nc(C(N)Cc3ccc(Cl)cc3)cs2)cc1 (stereo not drawn)	-9%	-0.2	15%	-2	nt	-8%	-8%	-7%
COc1cc(/C=C/C(=O)O)ccc1OS(=O)(=O)c1cc(C)ccc1C	-7%	2.1	21%	-1	-4%	-9%	-7%	-28%
COc1cc2c3c(c1)-c1c(sn(-c4cc(OC)ccc4OC)c1=S)C(C)(C)N3C(=O)C2=O	-1%	2.9	0%	14	0%	0%	0%	-1%
O=C(NCCOC(=O)c1ccccc1)c1ccccc1	-6%	0.1	0%	1	-2%	0%	-3%	-1%
CCOC(=O)C1(C)NC(c2ccc(N(C)C)cc2)C2C(=O)N(CC)C(=O)C21 (stereo not drawn)	-3%	-2.0	4%	nt	1%	-2%	12%	10%
CCOC(=O)c1cc2sc(C)cc2n1CC(=O)Nc1cccc(C)c1C	-6%	-3.1	-2%	nt	?	4%	-4%	1%
CCOP(=O)(OCC)C(Nc1ccc([N+](=O)[O-])cc1)c1ccc(Cl)cc1 (stereo not drawn)	1%	-0.3	4%	8	-2%	-16%	10%	3%
O=C(CCNS(=O)(=O)c1cccc2nsnc12)N1CCc2ccccc21	-25%	-3.4	0%	-7	2%	0%	-5%	-27%[57.1 µM]
COc1cccc(CNc2nc3nc4c(c(=O)n3[nH]2)CCC4)c1	3%	0.4	-16%[57.1 µM]	-5	3%	3%	0%	-10%
CC(=O)c1cc(-c2ccc(F)cc2)n(CCC(=O)Nc2cc(C)[nH]n2)c1C	-23%	0.1	-8%	3	-18%	2%	-12%	4%
Cc1nc(Cl)cc(N/N=C/c2ccc(O)cc2)n1	-6%	-1.2	-22%	-1	-1%	8%	0%	-15%
O=C(CSCc1c(F)cccc1Cl)Nc1cccnc1	-12%	0.0	-9%	2	0%	3%	-9%	9%
CCOC(=O)/C=C/C(=O)Nc1ccc(-c2nnc3n2CCCCC3)cc1	-16%	-1.3	2%	-1	-1%	0%	-16%	-2%[57.1 µM]
COc1ccccc1C(=O)NC(CCSC)C(=O)NCCCn1nc(C)cc1C (stereo not drawn)	-5%	-3.1	14%	8	2%	-4%	4%	-5%
Cc1cc(N/N=C2\CC(C)CC(C)(C)C2)nc2ccccc12 (stereo not drawn)	0%	-3.9	0%	-2	-1%	15%	-9%	3%
COC(=O)CC1C(=O)NCCN1C(=O)CSc1nc2ccccc2o1 (stereo not drawn)	-6%	-3.0	3%	8	1%	9%	10%	-2%
CNC(=O)C1CCC(=O)N1Cc1ccccc1Cl (stereo not drawn)	-6%	-1.4	3%	nt	3%	9%	-10%	6%
O=C(CN1CCCCCC1)Nc1ccccc1OC(F)F	-2%	-0.3	-10%	7	-1%	-6%	?	-9%
O=C(Cn1ncc2c([nH]c3ccccc32)c1=O)N1CCN(c2ccc(F)cc2)CC1	?	-2.5	2%	-2	1%	3%	-4%	3%
CCOC(=O)Cc1nc(-c2ccc(Cl)cc2)n[nH]1	-23%	0.3	10%	4	-2%	0%	-5%	9%
Cc1cccnc1NC(=S)NC(=O)/C=C/c1ccco1	-27%	0.4	18%	-16	-1%	3%	8%	-26%

Some of these compounds in order of length of the SMILES, highest first.
SMILES	PLK1 PBD block	CCT modulator	EPAC2 antag	PI5P4Ka inh	Mm-Cpn inhibitor	EPAC1 agonist	EPAC1 antagonist	WRN helicase inh
CCOC(=O)/C=C/C(=O)Nc1ccc(-c2nnc3n2CCCCC3)cc1	-16%	-1.3	2%	-1	-1%	0%	-16%	-2%[57.1 µM]
Cc1cccnc1NC(=S)NC(=O)/C=C/c1ccco1	-27%	0.4	18%	-16	-1%	3%	8%	-26%
O=C(CN1CCCCCC1)Nc1ccccc1OC(F)F	-2%	-0.3	-10%	7	-1%	-6%	?	-9%
